FLuc modulator: firefly luciferase modulation, counter-screen for miR-21 project | P08659 | AID 588342 | 6.9% of 360,000 active | purified FLuc, Km substrates, luminescence inhibition | Potency, µM (titrated, usually from 57.5 µM), without a hit: at the highest dose activity change, negative = inhibition, actives largely listed as inhibitors;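 note: plate controls were vehicle for no effect and reference inhibitor for full effect; nearly all actives have a fitted effect of over 55% in size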
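Purified P. pyralis luciferase (10nM final) with 10uM D-luciferin and 10uM ATP (Km levels) in 50mM Tris acetate pH 7.5, 10mM Mg acetate, 0.01% Tween-20, 0.05% BSA; qHTS 6-point titration, ~60 µM downward; luminescence read.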
Gal4-VP16 FLuc: counter-screen for ROR gamma inhibitors: Gal4-VP16 reporter; Drosophila S2 Gal4-VP16 UAS-luciferase, luminescence, 20 h; Potency, µM (titrated, usually from 53.6 µM), for inactives: at the top dose activity, negative = inhibition, actives largely listed as inhibitors; 3.5% of 310,000 active;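 note: Gal4-VP16 expression switched on by copper sulfate through the metallothionein promoter; nearly all actives have a fitted effect of over 50% in size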
RORg inh: inhibitors of mouse ROR gamma transcriptional activity; 5.4% of 310,000 active; Potency, µM (series often up to 53.6 µM), inactives show at the highest dose activity change, negative = inhibition, most hits filed as inhibitors; Drosophila S2 Gal4-RORgamma UAS-luciferase reporter, 20 h; AID 2551; note: nearly all actives have a fitted effect of over 60% in size
Target sequence (P51450 whole entry, looked up, the tested form may be a part): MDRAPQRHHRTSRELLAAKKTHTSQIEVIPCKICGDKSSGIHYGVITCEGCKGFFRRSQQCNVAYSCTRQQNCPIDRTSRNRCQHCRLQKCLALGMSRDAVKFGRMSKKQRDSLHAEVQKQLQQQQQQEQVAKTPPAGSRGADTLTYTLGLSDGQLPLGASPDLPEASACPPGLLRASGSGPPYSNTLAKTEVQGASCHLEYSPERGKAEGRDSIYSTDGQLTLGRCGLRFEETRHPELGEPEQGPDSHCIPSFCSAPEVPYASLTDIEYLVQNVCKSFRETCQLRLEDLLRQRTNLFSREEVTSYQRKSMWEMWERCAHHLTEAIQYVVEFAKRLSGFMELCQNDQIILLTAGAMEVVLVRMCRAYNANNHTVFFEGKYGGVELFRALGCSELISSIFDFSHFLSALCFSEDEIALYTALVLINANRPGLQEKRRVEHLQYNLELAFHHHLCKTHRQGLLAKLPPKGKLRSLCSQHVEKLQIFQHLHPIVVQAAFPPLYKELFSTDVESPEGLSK
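Drosophila Schneider cells stably carrying a metallothionein-driven Gal4 DBD–ROR gamma fusion and a UAS-Photinus luciferase reporter were exposed to compound for 1 hr, then induced with copper sulfate (700 uM final) for 20 hr at ambient temperature before luminescence reading.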
Starred values were filed as active, the others as inactive; ? = inconclusive; . = not tested or not shown; [ ] = another dose, or the depositor's remark. Calls come from the whole dose curve; as a rule, active = well fitted curve in the direction sought with a large enough effect; inconclusive = small, poorly fitted or top-dose-only effect, or another doubt; inactive = no such curve, though single readings can be large; an effect the other way counts as inactive or inconclusive. Unless noted, % is set by controls: 0 for no effect and ±100 for the full control effect; potency is the fitted concentration of half-maximal effect. An excerpt, so the mix of outcomes need not match the whole.

SMILES | FLuc modulator | Gal4-VP16 FLuc | RORg inh
CNc1nc(-c2ccc(N(C)C)cc2)nc2ccccc12 | . | ? | ?
O=C(Nc1ccccc1)N1CC2(CCN(C(=O)c3cccc(F)c3)CC2)C1 | . | -1% | -23%
COC/C=C/C1=CC2=CC(=O)C(C)(OC(=O)CCc3ccccc3)C(=O)C2=CO1 (stereo unspecified) | . | -2% | -11%
CC(C)C[C@H](NC(=O)[C@@H](Cc1c[nH]c2ccccc12)NC(=O)[C@@H](Cc1ccc(O)cc1)NC(=O)[C@@H](CO)NC(=O)[C@@H](Cc1c[nH]c2ccccc12)NC(=O)C(Cc1cnc[nH]1)NC(=O)C1CCC(=O)N1)C(=O)N[C@@H](CCCN=C(N)N)C(=O)N1CCC[C@@H]1C(=O)NCC(N)=O (stereo partly specified) | . | -6% | 20%
CC(C)NC(=O)[C@H]1C[C@@H]1[C@H](NC(=O)OCc1ccccc1)c1ccccc1 | . | -5% | 24%
COc1ccc2nc3c(cc2c1)Cc1ccccc1-3 | . | 2.5µM* | 2.5µM*
CCOC(=O)C(CS)NCCN[C@@H](CS)C(=O)OCC (stereo partly specified) | . | -17% | -27%
COc1ccc(-c2cc(=O)c3c(O)cc(O)c(-c4cc(-c5cc(=O)c6c(O)cc(OC)cc6o5)ccc4OC)c3o2)cc1 | . | -10% | -3%
C[C@@H](COc1ccccc1)N(CCCl)Cc1ccccc1 | . | -4%[17 µM] | 9%[16.9 µM]
O=C(c1cccc(F)c1)N1CCC2(CC1)CN(C(c1ccccc1)c1ccccc1)C2 | . | 3% | 42%
CN(C)c1ncc2nc(-c3cccc(C#N)c3)c(=O)n(C[C@H]3CCCO3)c2n1 | . | 6% | -15%
Cc1cc(=O)oc2cc(O[C@@H]3O[C@H](C(=O)O)[C@@H](O)[C@H](O)[C@H]3O)ccc12 | . | -1% | 14%
CC/C=C\C/C=C\C/C=C\C/C=C\C/C=C\C/C=C\CCC(=O)NC(C)C(=O)O (stereo unspecified) | . | -5% | -35%
COc1cccc([C@@H]2Oc3ccc(Br)cc3C(=O)[C@H]2OC(=O)NCCOc2ccccc2)c1 | . | 0% | -1%
CC(C)CN1CC2(CCN(S(=O)(=O)c3ccccc3)CC2)C1 | . | 11% | 2%
C=C[C@@H](C1=CC(=O)C(OC)=C(OC)C1=O)c1ccccc1 | . | ? | ?
CC(C)OC(=O)[C@@H]1CC[C@H](C)[C@@H](CCCC=O)O1 | . | 3% | -3%
COc1ccccc1CNc1cc(-c2cccc(C#N)c2)ncn1 | . | 8% | 1%
CC(C)=CCC/C(C)=C/CO/N=C1/C[C@@H](O)[C@@H](O)[C@@H]2[C@@H]3C(=O)N(C(C)(C)C)C(=O)[C@H]3CC[C@@H]12 | . | 6%[10 µM] | 1%[10 µM]
COc1cc2c(cc1OC)C(c1ccccc1)CN(C)CC2 (stereo unspecified) | . | 0% | -31%
COC(=O)N1CCC[C@@]2(CCN(Cc3cc(C(F)(F)F)cc(C(F)(F)F)c3)C2)C1 | . | -7% | 13%
CCN(CC)CCNC(=O)Nc1ccc2c(c1)N(Cc1ccccc1)C(=O)c1ccccc1S2 | -2% | . | .
CCOC(=O)Cn1nc(C)c(NC(=O)COc2ccc(Cl)cc2C)c1C | -9% | . | .
COc1ccc(-c2n[nH]c3c2cnc2ccc(F)cc23)cc1 | 4% | . | .
CCCCn1cc(S(=O)(=O)c2ccc(F)cc2)c(=O)c2ccccc21 | -1% | . | .
The listing continues.
SMILES | FLuc modulator | Gal4-VP16 FLuc | RORg inh
CCOC(=O)Cn1c(=O)cc(C)c2c(C)nn(-c3cccc(F)c3)c21 | -10% | . | .
COc1ccc(C(=O)NCC(c2cccnc2)N2CCN(c3ccccc3)CC2)cc1 (stereo unspecified) | -15% | . | .
Cc1ccc(CNC(=O)CSc2c(C)cnc3c2c(=O)n(C)c(=O)n3C)cc1 | -1% | . | .
Cc1cc(C)c2c(NC(=O)c3ccccc3)c(C(=O)Nc3ccc(F)cc3)sc2n1 | 0% | . | .
Cc1cccc(OCC(=O)N(Cc2cccc(Cl)c2)Cc2ccco2)c1C | -4% | . | .
CCOC(=O)Cc1ccc(NC(=O)N2CCSc3ccccc32)cc1 | -15% | . | .
COc1ccc(S(=O)(=O)N2CCC(C(=O)NC(C)c3ccccc3)CC2)cc1 (stereo unspecified) | -3% | . | .
Cc1ccc2c(c1)N(C(=O)N1CCC(C(=O)NCCc3ccc(Cl)cc3)CC1)CC(C)O2 (stereo unspecified) | -3% | . | .
O=C(Nc1cccc(OCc2cc(=O)n3ccccc3n2)c1)Nc1cccc(C(F)(F)F)c1 | -7% | . | .
COc1cccc(C(c2sc3nc(-c4ccco4)nn3c2O)N2CCN(C)CC2)c1 (stereo unspecified) | 5% | . | .
Cc1ccc(Cl)cc1NC(=O)c1cnn2c(C(F)F)cc(-c3ccccc3)nc12 | 0% | . | .
NC1=NC(c2cccc(Cl)c2)n2c(nc3ccccc32)N1 (stereo unspecified) | 2% | . | .
O=C(c1ccc2c(c1)N(Cc1ccccc1)C(=O)c1ccccc1S2(=O)=O)N1CCOCC1 | 3% | . | .
CC(C)(C)c1ccc(C(=O)NC2(C(F)(F)F)C(=O)Nc3c2c(=O)[nH]c(=O)n3-c2ccccc2)cc1 (stereo unspecified) | ? | . | .
COc1ccc(-c2nc3scc(CCNS(=O)(=O)c4ccc5c(c4)OCCO5)n3n2)cc1 | -18% | . | .
O=C(Nc1cccc(C(=O)N2CCN(c3ccccc3)CC2)c1)c1nsc2ccccc12 | 2.7µM* | . | .
O=C(NCc1cccc(Cl)c1)C1CCCN(c2ncnc3onc(-c4ccc(F)cc4)c23)C1 (stereo unspecified) | -10% | . | .
O=C(CN1c2ccc(Br)cc2-c2ccccc2S1(=O)=O)N1CCCCC1 | -23% | . | .
CCSc1oc(-c2ccc(F)cc2)nc1S(=O)(=O)c1ccc(C)cc1 | -8% | . | .
Cc1ccc(-c2nnc3ccccc3c2C(=O)Nc2ccc(C)c(F)c2)cc1 | -12% | . | .
COc1ccccc1C(=O)CC1(O)C(=O)N(CC(N)=O)c2ccccc21 (stereo unspecified) | 1% | . | .
COc1ccc(C)cc1NC(=O)C1COc2ccccc2C1 (stereo unspecified) | -10% | . | .
Cc1ccc2nc(N3CCC(C(=O)NCc4ccc(F)cc4)CC3)[nH]c2c1 | -15% | . | .
Cc1oc(-c2ccccc2F)nc1CSCC(=O)N1CCN(c2ccccc2)CC1 | -3% | . | .
Cc1ccc(NC(=O)Cn2nnc(C(=O)NCc3ccc4c(c3)OCO4)c2N)cc1Cl | 3% | . | .

Whole records as entered above.
Record of COc1ccc2nc3c(cc2c1)Cc1ccccc1-3 = FLuc modulator: .; Gal4-VP16 FLuc: 2.5µM*; RORg inh: 2.5µM*
Record of Cc1oc(-c2ccccc2F)nc1CSCC(=O)N1CCN(c2ccccc2)CC1 = FLuc modulator: -3%; Gal4-VP16 FLuc: .; RORg inh: .
Record of COC(=O)N1CCC[C@@]2(CCN(Cc3cc(C(F)(F)F)cc(C(F)(F)F)c3)C2)C1 = FLuc modulator: .; Gal4-VP16 FLuc: -7%; RORg inh: 13%

Part of the list above in order of heavy-atom count, descending.
SMILES | FLuc modulator | Gal4-VP16 FLuc | RORg inh
O=C(Nc1cccc(C(=O)N2CCN(c3ccccc3)CC2)c1)c1nsc2ccccc12 | 2.7µM* | . | .
CCOC(=O)Cn1c(=O)cc(C)c2c(C)nn(-c3cccc(F)c3)c21 | -10% | . | .
COc1ccccc1CNc1cc(-c2cccc(C#N)c2)ncn1 | . | 8% | 1%

The listing picks up, starting two compounds before the break.
SMILES | FLuc modulator | Gal4-VP16 FLuc | RORg inh
Cc1oc(-c2ccccc2F)nc1CSCC(=O)N1CCN(c2ccccc2)CC1 | -3% | . | .
Cc1ccc(NC(=O)Cn2nnc(C(=O)NCc3ccc4c(c3)OCO4)c2N)cc1Cl | 3% | . | .
N#C/C(=C\c1ccc(-c2ccc(F)cc2F)o1)c1nc2ccccc2[nH]1 | -11% | . | .
CCOc1ccc(NC(=O)c2cc(S(=O)(=O)N3CCCC3)c[nH]2)cc1 | -5% | . | .
Cc1cc(C)cc(NC(=O)N2CCN(C(=O)c3nsc4ccccc34)CC2)c1 | -1% | . | .
CCc1ccccc1N(C)S(=O)(=O)c1ccc2[nH]cc(C(=O)NCCOC)c(=O)c2c1 | ? | . | .
CCOC(=O)c1nnn(C(CC)C(=O)Nc2c(C)cccc2C)c1C(=O)OCC (stereo unspecified) | 4% | . | .
COc1ccc(S(=O)(=O)c2c(Nc3c(C)cccc3C)sc(C(=O)c3ccc4c(c3)OCO4)c2N)cc1 | -2% | . | .
CSc1ccc(C2CC(=O)Oc3c2c(=O)n(C)c2ccccc32)cc1 (stereo unspecified) | ? | . | .
Cc1ccc2cccc(NC(=O)COc3ccccc3[N+](=O)[O-])c2n1 | 0% | . | .
O=C(NCc1ccccc1Cl)c1ccc(NC(=O)N2CCSc3ncccc32)cc1 | -5% | . | .
COc1ccc(OC)c(CNC(=O)c2ccc(N3Cc4ccccc4Oc4ncccc43)s2)c1 | 2% | . | .
CCc1ccc(NC(=O)Cn2nnc(C(=O)Nc3cc(C)ccc3OC)c2N)cc1 | 3% | . | .
O=C(COc1ccc(S(=O)(=O)NC2CCCCC2)cc1)Nc1ccc(C(F)(F)F)cc1 | -5% | . | .
Cc1ccc(-n2ncc(C(=O)N3CCN(c4ccccn4)CC3)c2C2CCN(C(=O)OC(C)(C)C)CC2)cc1 | 1% | . | .
COc1ccccc1/C=C/c1onc(C)c1S(=O)(=O)N1CCC(C(=O)N2CCC(C)CC2)CC1 | 4% | . | .
Cn1c(=O)c2c(SCC(=O)Nc3ccccc3C(F)(F)F)nc(C3CCCC3)nc2n(C)c1=O | 3% | . | .
COC(=O)c1cnc(N2CCN(c3ccc(F)cc3)CC2)c2ccccc12 | -8% | . | .
O=C(NCc1ccc(Cl)cc1)C1CCN(c2nn3cc(-c4ccc(F)cc4)nc3s2)CC1 | -6% | . | .
Cc1ccc2nc(-c3ccc(O)cc3)c(Nc3ccc4c(c3)OCO4)n2c1 | ? | . | .
Cc1nn(C(C)C(=O)Nc2ccc(C(C)C)cc2)c(=O)c2c1sc1ccccc12 (stereo unspecified) | -10% | . | .
CCCn1c(SCc2nc(-c3ccccc3OCC)no2)nnc1-c1ccc(Cl)cc1 | -13% | . | .
CCOc1ccccc1CNC(=O)C1=C(C)C(=O)OC12CCN(C(C)=O)CC2 | -1% | . | .
COc1ccccc1NC(=O)Cn1c(=O)n(-c2cccc(C)c2)c(=O)c2c1c1cc(C)ccc1n2C | 4% | . | .
CCc1sc(Nc2cccc(Cl)c2C)nc1-c1cc2cccc(OC)c2oc1=O | -7% | . | .
Cc1ccc(-n2ncc(C(=O)NCCCN3CCN(C)CC3)c2C2CCN(C(=O)OC(C)(C)C)CC2)c(C)c1 | 6% | . | .
COc1ccccc1CCNC(=O)CCc1c(C)c2cc3c(C)c(C)oc3cc2oc1=O | -10% | . | .
CCOC(=O)c1ccc2c(c1)[C@@H]1C=CC[C@@H]1[C@H](c1cccc(OC)c1OC)N2 | ? | . | .
CC(=O)Nc1c(C)nn(-c2ccccc2)c1N1CCC(C(=O)Nc2cc(F)ccc2F)CC1 | 2% | . | .
O=C1c2[nH]nc(-c3ccccc3)c2C(c2ccccc2)N1c1cccc(C(F)(F)F)c1 (stereo unspecified) | 0% | . | .

Printed as active in RORg inh, among the entries above:
SMILES,RORg inh
COc1ccc2nc3c(cc2c1)Cc1ccccc1-3,2.5µM*

Assay outcomes deposited in PubChem BioAssay by National Center for Advancing Translational Sciences (NCATS).
